ELG1 DNA repair: inhibitors of ELG1-dependent DNA repair in HEK293T cells; HEK293T ELG1-luciferase reporter, luminescence, 16 h; DNA damage induced by 5-fluorouridine; AID 504467; hit rate 2.3% among 330,000; Potency, µM (doses to about 46.1 µM), for inactives: at the highest dose activity change, negative = inhibition, actives largely listed as inhibitors; also: potency is read from the fitted curve at half-maximal effect; % is scaled to controls: 0 for no effect and ±100 for the full control effect; nearly all actives have a fitted effect of over 55% in size
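Quantitative HTS, concentration-response format. 2,000 cells/well co-treated with 5-fluorouridine and compound, 16 hr in 5% CO2 at 37 °C; ONE-Glo luminescence read after 30 min.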
B2AR arrestin: agonists driving beta-arrestin recruitment to human beta2-adrenergic receptor; beta-arrestin recruitment to beta2AR, cell-based reporter; Potency, µM (series often up to 46.1 µM), without a hit: top-dose activation, most hits filed as activators; hit rate 0.02% among 330,000; AID 492947;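 also: potency is read from the fitted curve at half-maximal effect; 0% = DMSO controls and full agonism = EC100 isoproterenol or metaproterenol; nearly all actives have a fitted effect of over 65% in size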
BRCA1 expr up: increases BRCA1 expression | MCF7-BRCA1-FFLuc reporter, luminescence, 48 h; response scale: scaled: vehicle 0%, 10 µM genistein 100% | AID 624202 | Potency, µM (titrated, usually from 46.1 µM), without a hit: top-dose activation, most hits filed as activators | hit rate 1.1% among 380,000; also: potency is read from the fitted curve at half-maximal effect; nearly all actives have a fitted effect of over 80% in size; some results filed as inactive show a strong effect at the top dose
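Luminescence from a BRCA1-driven firefly luciferase in MCF7 cells was the read-out, taken 15 min after substrate addition following 48 h compound exposure at 37 °C. Data were normalized to a 10 microM genistein control and DMSO vehicle.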
CXXC DNA block: blocks binding of human MLL CXXC domain to DNA | Q03164 | MLL-CXXC / FITC-HOXA9 DNA fluorescence polarization | Potency, µM (series often up to 115 µM), inactives show at the top dose activity change, negative = inhibition, most hits filed as inhibitors | hit rate 0.037% among 290,000; active = well fitted inhibition curve with a large enough effect in the polarisation, with a control signal flat, not every such curve was filed as active; inconclusive = small, poorly fitted or top-dose-only effect, or effect the other way, or a change in a side signal; inactive = no such curve, though single readings can be large or run the other way; the % refers to the polarisation; also: potency is read from the fitted curve at half-maximal effect
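Steps: dispense CXXC domain solution (7 uM) → pin compounds or unlabeled HOX-A9 DNA control → 5 min ambient → add FLSN-HOX-A9 solution (50 nM) → spin → 30 min ambient → fluorescence polarization. Tris pH 7.5/NaCl/DTT/BSA buffer.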
Integrin act MD: activators of alpha7 integrin expression for muscular dystrophy | Potency, µM (series often up to 38.3 µM), inactives show at the highest dose activation, usual class: activators | alpha7betagal myoblasts, beta-gal FDG fluorescence, 48 h | hit rate 0.064% among 350,000;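 also: potency is read from the fitted curve at half-maximal effect; 100% = response of the positive control SU9516; nearly all actives have a fitted effect of over 60% in size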
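Alpha7betagal+/- myoblasts (passage 13) were plated 16-24 hr, then exposed to compounds (1:260 dilution of DMSO stock) for 48 hours at 37C. After MPER lysis, β-galactosidase reporter activity was read as FDG fluorescence (ex 480/em 540) after 30 minutes.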
TCR activator: activators of T cell receptors. 330,000 tested, under 10 active. Potency, µM (highest dose often 9.22 µM), for inactives: top-dose activation of IL-2 secretion, most hits filed as activators. primary human leukocytes, anti-CD3, IL-2 HTRF, 48 h; also: % of control where 0% means no effect
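Readout: HTRF IL-2, Eu-cryptate/d2 antibody pair, 320nm excitation, 665nm emission. Stimulus: a-CD3 beads, no co-stimulation. Cells: primary human leukocytes. Exposure: 48 hr with compound.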
p53 reactivation: restores transcriptional activity of mutant p53; hit rate 0.063% among 320,000; Potency, µM (series often up to 92.2 µM), inactives show at the top dose activity change, positive = activation, hits mostly activators; H1299 p53-A138V BP100-luciferase reporter, luminescence, 24 h; also: potency is read from the fitted curve at half-maximal effect; % of control where 0% means no effect; nearly all actives have a fitted effect of over 45% in size
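H1299 (p53-null), stable ts p53-A138V + BP100-Luc; 1000 cells/well, Opti-MEM/10% FBS; cpd 4 pt, 1:5; 24 h, 37 deg C, 5% CO2; detection reagent 10 min RT; luminescence.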
AT treatment: potential ataxia-telangiectasia treatments restoring KAP-1 phosphorylation | hit rate 0.19% among 320,000 | Potency, µM (series often up to 57.5 µM), for the others: at the top dose activation, hits mostly activators | […] A-T fibroblasts, KAP-1 phosphorylation AlphaLISA; neocarzinostatin DNA damage 30 min before lysis | AID 485349; also: potency is read from the fitted curve at half-maximal effect; % of control where 0% means no effect; nearly all actives have a fitted effect of over 45% in size
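hTERT-immortalized A-T patient fibroblasts ([…]), 500 cells/well in OPTI-MEM, 1% FBS, got compounds for 60 min, then NCS for 30 min at 37C. Lysates were then assayed for phospho-KAP-1 by AlphaLISA (anti-pKAP1 donor, anti-KAP1 acceptor beads), 6 hr at 25C.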
TRPV1 ag: agonists of human vanilloid receptor 1 (TRPV1); TRPV1-expressing cells, Fluo-8 calcium influx, agonist mode; AID 540275; Q8NER1; activation, % at 8.33 µM; hit rate 0.19% among 320,000; in the data active = activation above about 80%; inconclusive = between about 30% and that limit; also: 0% is about no effect
Target sequence (Q8NER1 whole entry, looked up): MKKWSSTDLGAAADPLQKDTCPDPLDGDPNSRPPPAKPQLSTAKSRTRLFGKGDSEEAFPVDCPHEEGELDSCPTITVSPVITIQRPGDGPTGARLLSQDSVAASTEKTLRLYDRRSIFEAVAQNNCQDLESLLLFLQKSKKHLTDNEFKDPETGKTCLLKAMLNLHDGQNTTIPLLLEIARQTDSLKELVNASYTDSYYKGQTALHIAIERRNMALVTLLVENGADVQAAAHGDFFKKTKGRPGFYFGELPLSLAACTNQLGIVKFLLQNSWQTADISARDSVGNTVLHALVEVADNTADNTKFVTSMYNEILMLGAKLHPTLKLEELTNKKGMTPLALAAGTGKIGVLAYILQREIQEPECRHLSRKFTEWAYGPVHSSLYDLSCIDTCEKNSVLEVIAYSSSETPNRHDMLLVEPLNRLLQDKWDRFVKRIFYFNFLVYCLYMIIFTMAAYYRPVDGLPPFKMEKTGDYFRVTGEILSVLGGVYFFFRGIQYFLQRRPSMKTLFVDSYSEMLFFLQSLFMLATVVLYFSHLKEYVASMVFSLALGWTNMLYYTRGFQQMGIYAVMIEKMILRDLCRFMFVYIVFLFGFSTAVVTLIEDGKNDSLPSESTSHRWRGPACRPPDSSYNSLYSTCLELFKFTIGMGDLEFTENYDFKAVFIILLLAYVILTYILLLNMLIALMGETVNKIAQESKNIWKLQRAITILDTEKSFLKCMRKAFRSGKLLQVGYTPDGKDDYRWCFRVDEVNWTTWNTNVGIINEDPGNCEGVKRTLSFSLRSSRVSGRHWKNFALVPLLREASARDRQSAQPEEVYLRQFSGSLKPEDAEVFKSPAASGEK
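Cells expressing TRPV1 were dye-loaded with Fluo-8 and read kinetically: 10 s baseline, 3 min after compound (agonist portion), then 2 min after EC20 capsaicin (allosteric enhancer portion). Calcium-bound dye fluorescence at 480/520 nm.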
TSG101-PTAP inh: blocks PTAP/TSG101 interaction to inhibit HIV-1 budding | Q99816 | Fluorescence polarization, FITC-PTAP peptide / Tsg101 binding | Potency, µM (highest dose often 115 µM), without a hit: at the top dose activity change, negative = inhibition, most hits filed as inhibitors | 340,000 tested, under 10 active; active = well fitted inhibition curve with a large enough effect in the main read-out, with a control signal flat, not every such curve was filed as active; inconclusive = small, poorly fitted or top-dose-only effect, or effect the other way, or a change in a side signal; inactive = no such curve, though single readings can be large or run the other way; also: potency is read from the fitted curve at half-maximal effect; % of control where 0% means no effect
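FP read-out: FITC-PTAP peptide, 50 nM final, binding Tsg101 binding domain, 10 uM final; 20 min, r.t.; 10 mM HEPES pH 7.5, 0.15 M NaCl, 0.01% Tween 20, 3 mM EDTA, 0.1 mM TCEP.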
* hit, by the source's call; ? = inconclusive; nt = not tested or not shown; & = joins results of further samples; [ ] = another dose, or the depositor's remark. Unless noted, calls follow the shape of the dose curve; as a rule, active = well fitted curve in the direction sought with a large enough effect; inconclusive = small, poorly fitted or top-dose-only effect, or another doubt; inactive = no such curve, though single readings can be large; an effect the other way counts as inactive or inconclusive.

SMILES	ELG1 DNA repair	B2AR arrestin	BRCA1 expr up	CXXC DNA block	Integrin act MD	TCR activator	p53 reactivation	AT treatment	TRPV1 ag	TSG101-PTAP inh
COCc1c(C(=O)OCC(=O)c2ccc[nH]2)oc2ccccc12	15%	-2.4%	-18%	nt	-7%	6%[46.1 µM]	14%	20%	nt	-3%
N#C/C(=C/c1ccccc1[N+](=O)[O-])C(=O)NCc1ccco1	12%	-0.3%	-6%	5%	-40%	1%[46.1 µM]	10%	-2%	1	-1%
NC(=O)c1ccc(/C(N)=N/S(=O)(=O)c2cc(C(F)(F)F)cc(C(F)(F)F)c2)cc1	-19%	0.4%	0%	-7%	-15%	3%	-6%	-12%	?	-2%
CC(C)c1ccc(NC(=O)CSc2nc(=O)n(CCN3CCOCC3)c3c2CCC3)cc1	-2%	0.4%	2%	nt	-6%	-1%	-7%	-14%	1	-3%
Cc1ccccc1-c1cccc([C@@H]2C[C@H]3C(CN2)CON3C)c1 (some centres undefined)	nt	nt	0%	nt	-3%	-5%	nt	nt	nt	1%
COC(=O)c1ccc(OC)c(OC2CCCC2)c1	17%	0.3%	12%	-1%	-15%	-2%	1%	4%	15	-6%
CC(Oc1ccc(F)cc1)C(=O)Nc1cc(S(=O)(=O)N2CCOCC2)ccc1N1CCN(C)CC1 (centres undefined)	5%	-0.1%	-28%	nt	-21%	5%	-8%	5%	10	-1%
CCCCn1c(N)c(N(CC)C(=O)c2c(C)noc2C)c(=O)[nH]c1=O	16%	-0.4%	-5%	nt	0%	-6%[46.1 µM]	0%	-14%	nt	-5%
O=C(Nc1ccccc1-c1nnc(SCc2ccccc2)o1)c1ccccc1	-3%	0.3%	-3%	4%	-16%	8%	-4%	12%	nt	-2%
CCCCCCN1CC(=O)N2[C@@H](Cc3c([nH]c4ccccc34)C2(C)C)C1=O	?	0.5%	-21%	11%	0%	-5%	-4%	-9%	17	-1%
CCn1cc(S(=O)(=O)CC(=O)Nc2cc(C)ccc2C)c2ccccc21	-19%	-0.4%	-16%	4%	-6%	1%	-10%	16%	nt	-3%
COc1ccc(OCC(=O)Nn2c(-c3cccc(OC)c3)nc3ccccc3c2=O)cc1	-2%	-1.2%	-4%	-1%	12%	8%[46.1 µM]	-5%	-9%	-6	0%
CCc1ccc(CN2CCN(c3ncccn3)CC2)cc1	0%	-0.7%	53%	4%	-1%	nt	nt	-21%	7	-8%
CCOC(=O)Cc1csc(NC(=O)CSc2nnnn2-c2ccc(F)cc2)n1	-23%	-0.3%	0%	-6%	-38%	-4%	1%	2%	2	-7%
O=C(Cc1cc(=O)[nH][nH]1)N/N=C/C(Cl)=C/c1ccccc1	2%&2%	3.1%&-0.1%	5%&27%	?	7%&19%	-4%&3%	2%&-6%	3%&-3%	2&-1	-7%&-4%
COc1cccc(-c2noc(CCC(=O)NC3CCCC3)n2)c1	8%	-1.0%	38%	2%	18%	5%	7%	-2%	0	-1%
CC(=O)Nc1ccc(S(=O)(=O)NNC(=O)COc2cccc3ccccc23)cc1	8%	0.3%	-13%	10%	24%	-3%[46.1 µM]	-17%	2%	-7	-3%
NC(=O)c1sc2cc(C(F)(F)F)cnc2c1-c1cccs1	-9%	0.0%	2%	20%	0%	-6%	0%	-5%	-3	-2%
N#CCCn1ncc2ccccc21	19%	-0.1%	-1%	-4%	14%	-1%	3%	2%	2	-6%
Cc1ccc(C(c2c(C)[nH][nH]c2=O)c2c(C)[nH][nH]c2=O)cc1	-18%	0.0%	-13%	-10%	3%	0%	-1%	-7%	5	-3%
Cc1c(C(c2ccccc2Br)c2c(C)n(C)n(-c3ccccc3)c2=O)c(=O)n(-c2ccccc2)n1C	1%	-0.4%	-17%	0%	1%	1%	nt	-2%	1	-2%
COc1ccccc1NC(=O)/C(C#N)=C/c1ccc(OCCN2CCOCC2)c(OC)c1	?	-0.5%	14%	-3%	13%	4%	4%	-1%	1	-1%
O=C(N/N=C/C(Br)=C\c1ccccc1)c1cccs1	?	-0.2%	?	26%	-27%	4%	?	-2%	13	-2%
Cc1cc(SCC(=O)c2ccc(O)c(O)c2)n2nc(C)c(-c3ccccc3)c2n1	?	-0.6%	-42%	-10%	-16%	3%	-3%	-7%	?	-3%
O=C(CCCCCn1c(=S)[nH]c2ccc(N3CCOCC3)cc2c1=O)NC1CCN(Cc2ccccc2)CC1	?	-0.2%	-49%	2%	-4%	-3%	3%	-4%	0	0%
Cc1ccc(NC(=O)c2cc(=O)c3ccccc3o2)cc1	?	-0.4%	-6%	2%	3%	4%	19%	-3%	-5	-8%
CSc1ccc(CN2CCN(C3CCCC3)C(CCO)C2)cc1 (centres undefined)	6%	-1.0%	0%	2%	-29%	3%	-2%	1%	2	-1%
Cc1cc(C)c(OCC(=O)N/N=C/c2ccco2)c(C)c1	6%	0.2%	21%	5%	14%	2%	-3%	5%	6	-2%
O=C(NNC(=S)NC(=O)c1ccccc1)c1ccc([N+](=O)[O-])cc1	43%	-0.9%	-25%	-22%	0%	nt	nt	-12%	-5	-1%
COc1ccc(CC(=O)Nc2ccc(/C(C)=N\NC(=O)c3ccc(Br)o3)cc2)cc1	-6%	0.4%	-72%	36%[activator]	4%	6%	nt	4%	2	0%
CC(=O)c1csc(Nc2ccccc2Cl)n1	?	-0.8%	0%	5%	6%	-4%	13%	3%	0	-2%
Cc1cccc(NC2=NC(C)(C)N=C(N)N2)c1	?	-1.8%	-15%	-16%	-21%	3%	2%	4%	0	-2%
O=C(Nc1ccc(Br)cc1)c1ccc(N2C(=O)C3CCCCC3C2=O)cc1 (centres undefined)	1%	0.6%	-14%	8%	1%	-6%	8%	3%	-2	-2%
O=C(CNC(=O)c1ccco1)NCc1nc2ccccc2[nH]1	-2%	0.4%	-11%	-6%	0%	-9%	1%	9%	5	-4%
C/C(=N\NC(=S)Nc1ccccc1C)C1Cc2ccccc2C(=O)O1 (centres undefined)	?	-0.3%	30%	2%	7%	-3%	3%	3%	0	-2%
Cc1ccc(CN(C)C(=O)c2cc(COc3ccc(F)cc3Cl)on2)o1	?	-0.1%	-2%	-6%	-11%	-8%	5%	1%	2	-2%
O=c1[nH]c(-c2ccccc2)ncc1Oc1ccccc1	nt	nt	-4%	nt	5%	-4%	nt	nt	nt	0%
CC(C)(C)CC(=O)NC(=S)Nc1ccccc1[N+](=O)[O-]	10%	0.0%	-12%	2%	1%	-1%	10%	-1%	11	0%
COc1c(C(=O)Nc2ccc(CN3CCOCC3)cc2)cc2ccccc2c1Br	?	0.2%	-84%[inhibitor]	-6%	24%	20%	-4%	16%	16	0%
CCc1cc2c(=O)nc3n(c2s1)Cc1ccccc1/C3=C(/O)c1ccc(F)cc1	12%	?	nt	56%[activator]	nt	nt	?	nt	2	nt
O=S(=O)(c1cccc(C(F)(F)F)c1)N1CCN(S(=O)(=O)c2ccc3c(c2)OCCO3)CC1	11%	0.5%	-3%	nt	nt	3%	-4%	5%	nt	3%
O=[N+]([O-])c1ccccc1/C=C/CN1CCCC(CO)C1 (centres undefined)	-5%	-0.3%	-4%	-14%	5%	nt	-2%	2%	-3	0%
O=C1COc2ccc(S(=O)(=O)CCC(=O)N3CCN(c4ccccc4)CC3)cc2N1	7%	0.2%	0%	3%	-9%	1%	1%	5%	4	-3%
O=C(Nc1ncn[nH]1)c1cc(S(=O)(=O)Nc2cccc(C(F)(F)F)c2)ccc1Cl	?	-0.3%	-8%	1%	-18%	nt	-3%	3%	1	-3%
Nc1ncc(-n2cncn2)c(-c2ccccc2)n1	-3%	-0.3%	4%	-1%	-5%	-1%	-2%	-2%	10	-5%
COc1ccc(C2(c3ccc(OC)cc3)NC(=O)N(CC(=O)NCC(F)(F)F)C2=O)cc1	-8%	-0.2%	-16%	7%	-2%	-17%	9%	-4%	3	-9%
COc1ccc(-c2csc(NC(=S)NC(=O)/C=C/c3ccc(C(C)C)cc3)n2)cc1OC	2%	-0.1%	5%	-1%	-9%	-27%	5%	-3%	7	-2%
Cn1cnc([N+](=O)[O-])c1S(=O)(=O)Oc1ccccc1	nt	nt	-34%	nt	-37%	1%	nt	nt	nt	-5%
COc1ccc(/C=N/NC(=O)CC(=O)NCCc2ccccc2)cc1OC	0%	0.2%	-6%	-16%	18%	-4%	-4%	-4%	-1	-3%
O=C(CC12CC3CC(CC(C3)C1)C2)NC(=S)NCc1ccco1	?	0.2%	-41%	?	1%	1%	?	0%	13	-3%

High-throughput results from PubChem.
